# High-throughput results (PubChem)
# DDE Tn6 FP inh = DD(E)-Tn6 binding inhibition, primary FP screen; Fibrin DD(E) TRITC-Tn6 fluorescence polarization displacement; inhibition, % at 8.3 µM; 370,000 compounds, 0.21% hits; AID 720509;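 active = inhibition above a per-campaign cutoff: mean of compounds within control limits plus 3 SD, cut at about 15% in these data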;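 note: 0% = median of all compound wells on the plate and 100% = blocking peptide control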
# Target sequence (P02675 whole entry, looked up): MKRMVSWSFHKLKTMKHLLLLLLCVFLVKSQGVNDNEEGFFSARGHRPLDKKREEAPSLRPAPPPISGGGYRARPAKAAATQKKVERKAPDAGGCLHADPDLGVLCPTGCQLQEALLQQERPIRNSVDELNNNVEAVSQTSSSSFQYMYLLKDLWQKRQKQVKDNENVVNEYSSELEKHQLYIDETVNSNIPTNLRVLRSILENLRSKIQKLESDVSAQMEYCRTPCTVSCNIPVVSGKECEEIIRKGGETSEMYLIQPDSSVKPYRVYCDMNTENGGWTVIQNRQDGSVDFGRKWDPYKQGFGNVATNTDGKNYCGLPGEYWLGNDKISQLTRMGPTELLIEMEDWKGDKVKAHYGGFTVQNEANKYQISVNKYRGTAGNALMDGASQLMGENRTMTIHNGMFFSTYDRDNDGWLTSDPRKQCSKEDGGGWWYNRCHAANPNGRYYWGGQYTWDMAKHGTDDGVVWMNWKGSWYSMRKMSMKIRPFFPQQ
# PLC-gamma1 inh = inhibitors of human phospholipase C gamma1; P19174; purified PLC-gamma1, fluorogenic substrate, fluorescence; inhibition, % at 12.2 µM; 370,000 compounds, 0.84% hits; AID 720700; in the data active = inhibition above about 9.5%
# Tn7 DDE FP = disrupts Tn7 cyclic peptide binding to fibrin D-Dimer-E complex. P02675. FP displacement of FITC-Tn7 peptide from fibrin DD(E); 0% = median of compound wells per plate. inhibition, % at 8.3 µM. 370,000 compounds, 0.13% hits. AID 720508;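 active = inhibition above the mean of compounds falling within the control limits plus 3 SD of them, cut at about 14% in these data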;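 note: 0% = plate median of compound wells and 100% = 10 µM Aha-Tn7 peptide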
#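 Assay system: human fibrin DD(E) protein / Input: 2 µM fibrin DD(E) / Benchmarks: high control of 10 µM Aha-Tn7 peptide / Measured by: fluorescence polarization of the labelled Tn7 tracer / Medium: Tris buffer with calcium and detergent, pH 7.8 / Timing: 10 min compound pre-incubation, 3 h probe incubation at room temperature / Repeats: one replicate per compound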
# proKLK7 act = activates the human kallikrein-7 zymogen; 370,000 compounds, 0.9% hits; purified proKLK7, EDANS-DABCYL substrate fluorescence; 100% is mature enzyme control, 0% vehicle; P49862; activation, % at 7 µM;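 active = activation above the mean of all tested compounds plus 3 SD, computed per campaign excluding outliers beyond control limits, cut at about 13% in these data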
# ADAM10 inh = inhibits human ADAM10 | O14672 | recombinant ADAM10, EDANS/DABCYL FRET peptide cleavage, 3 h | inhibition, % at 7 µM | 370,000 compounds, 0.62% hits;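 active = inhibition above a per-campaign cutoff equal to the mean of compounds falling between control-based bounds plus 3 SD, cut at about 20% in these data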;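 note: 0% = DMSO wells while the 100% control is not disclosed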
# LEDGF integ inh = blocks HIV-1 LEDGF/p75-dependent DNA integration | inhibition, % at 3.7 µM | 370,000 compounds, 0.64% hits | TR-FRET IN-LEDGF/p75 DNA integration, Eu/Cy5 | AID 743269;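 active = inhibition above the screen-wide mean plus 3 SD, cut at about 13% in these data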;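 note: signal is the Cy5 over europium emission ratio at 671 and 618 nm; 0% = plate median of compound wells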
# ASAP1 GAP inh = blocks human ASAP1-stimulated Arf1 GTP hydrolysis; AID 624377; Q9ULH1; 360,000 compounds, 0.19% hits; GDP FP detection; inhibition, % at 16.5 µM; in the data active = inhibition above about 25%;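 note: 0% = vehicle with enzyme and substrate and 100% = no enzyme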
# TDP2 absorb = blocks human TDP2 phosphodiesterase activity; O95551; recombinant TDP2, T5PNP hydrolysis, p-nitrophenol absorbance 415 nm; inhibition, % at 12.8 µM; 370,000 compounds, 0.34% hits;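 active = inhibition above the mean of all tested compounds plus 3 SD, set per campaign, cut at about 25% in these data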;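 note: 0% = DMSO with enzyme and 100% = buffer with substrate but no TDP2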
# Target sequence (O95551 whole entry, looked up): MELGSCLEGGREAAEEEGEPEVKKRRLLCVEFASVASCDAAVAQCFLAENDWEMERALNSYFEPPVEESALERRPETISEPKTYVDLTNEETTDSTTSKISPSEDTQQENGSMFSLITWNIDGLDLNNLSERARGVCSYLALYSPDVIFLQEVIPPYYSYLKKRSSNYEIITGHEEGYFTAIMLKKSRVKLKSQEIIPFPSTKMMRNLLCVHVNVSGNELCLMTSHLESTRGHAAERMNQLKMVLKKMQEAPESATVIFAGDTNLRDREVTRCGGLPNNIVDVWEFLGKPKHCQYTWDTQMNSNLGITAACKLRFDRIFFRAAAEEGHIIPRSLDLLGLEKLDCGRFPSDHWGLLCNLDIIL
#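 Assay system: Recombinant human TDP2 | Quantity: 120 nM TDP2 per well | Incubation: 2 h at 37 °C | Signal: Epi absorbance | Evaluation: Percent inhibition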
# ADAM17 inh = inhibitors of human ADAM17; P78536; recombinant ADAM17, EDANS/DABCYL FRET peptide cleavage; inhibition, % at 6.95 µM; 370,000 compounds, 0.83% hits;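 active = inhibition above the mean of compounds lying between control limits plus 3 SD, set per campaign, cut at about 8.5% in these data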;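 note: 0% = DMSO-only wells as the low control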
# ARFGAP1 inhibitor = rat ARFGAP1 inhibition. Q62848. Arfgap1-stimulated ARF1 GTP hydrolysis, GDP FP detection. inhibition, % at 16.5 µM. 360,000 compounds, 0.26% hits. AID 651572;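 active = inhibition above a per-plate limit, mean inhibition of low control wells plus 3 SD, cut at about 25% in these data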;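 note: 0% = DMSO wells with enzyme and 100% = wells lacking Arfgap1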
# Target sequence (Q62848 1-136 limits assumed): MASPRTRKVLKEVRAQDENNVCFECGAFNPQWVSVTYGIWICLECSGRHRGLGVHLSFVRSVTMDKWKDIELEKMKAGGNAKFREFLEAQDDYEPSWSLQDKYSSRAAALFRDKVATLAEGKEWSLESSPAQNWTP
#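 Assay system: purified rat His6-Arfgap1 residues 1-136 (GAP domain); Reagent: human Δ17 ARF1 bound to GTP; Dosing: 16.5 µM single point, 1.26% DMSO; Times: GTP hydrolysis reaction 2 h at 25 °C; Signal: FP, GDP Alexa 633 tracer displaced from anti-GDP antibody, 620/688 nm; Measure: % inhibition from polarization.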
# Numbers without * were called inactive; . = no result given. Not a hit list. Share with any hit: about 4.2%.
entry	DDE Tn6 FP inh	PLC-gamma1 inh	Tn7 DDE FP	proKLK7 act	ADAM10 inh	LEDGF integ inh	ASAP1 GAP inh	TDP2 absorb	ADAM17 inh	ARFGAP1 inhibitor	SMILES
1	-8	-259	-2	265*	-108	2	7	5	-44	-2	CNS(=O)(=O)c1cccc(C(=O)OCc2cc(=O)oc3c(C)c(O)ccc23)c1
2	2	-2	6	-0.1	0	-1	-9	8	-5	-11	CCOc1ccccc1C(=O)N1CCN=C1SCc1cccnc1
3	0	-1	3	-0.2	-4	0	-7	5	-2	0	CCS(=O)(=O)N1Cc2ccccc2CC1C(=O)NCCc1ccccc1 (centres undefined)
4	6	3	-2	0.3	14	-2	5	10	1	2	COc1ccccc1C1/C(=C(/O)c2ccccc2)C(=O)C(=O)N1CCO (centres undefined)
5	6	-6	-3	0.8	-11	3	0	4	-5	1	O=C(c1ccc2ncsc2c1)N1CCN(c2ccc(O)cc2)CC1
6	-2	5	-3	-0.6	22*	-5	-1	-4	3	7	CC(C)C(=O)N(c1ccc2oc(=O)sc2c1)S(=O)(=O)c1cccs1
7	2	0	2	0.1	-5	-1	7	7	-4	5	Cc1nnc(SCC(=O)NC(=O)NC(C)(C)C)n1N
8	-1	-3	6	0.4	1	-3	-3	-5	-2	5	COc1ccc(CC(=O)N2CCN(c3cccc(C)c3C)CC2)cc1

# Record cards (already shown). Order of values: DDE Tn6 FP inh | PLC-gamma1 inh | Tn7 DDE FP | proKLK7 act | ADAM10 inh | LEDGF integ inh | ASAP1 GAP inh | TDP2 absorb | ADAM17 inh | ARFGAP1 inhibitor
# Record of CC(C)C(=O)N(c1ccc2oc(=O)sc2c1)S(=O)(=O)c1cccs1 → -2 | 5 | -3 | -0.6 | 22* | -5 | -1 | -4 | 3 | 7
# Record of CCOc1ccccc1C(=O)N1CCN=C1SCc1cccnc1 → 2 | -2 | 6 | -0.1 | 0 | -1 | -9 | 8 | -5 | -11

# Other structures.
entry	DDE Tn6 FP inh	PLC-gamma1 inh	Tn7 DDE FP	proKLK7 act	ADAM10 inh	LEDGF integ inh	ASAP1 GAP inh	TDP2 absorb	ADAM17 inh	ARFGAP1 inhibitor	SMILES
9	0	-2	-10	-0.3	1	2	10	-3	1	-1	COc1ccc2c(c1)nc(CN1CCN(CCO)CC1)n2C
10	1	6	-1	0.7	3	1	15	-11	6	2	CCCC/C=C/[C@H](c1ccccc1)[C@H](CO)Cc1cccnc1
11	4	2	1	0.2	-8	4	-1	-5	-5	3	COc1cc([N+](=O)[O-])ccc1NC(=O)COC(=O)c1c[nH]c(=O)[nH]c1=O
12	-6	-22	5	0.3	-8	30*	-12	3	-6	0	Nc1nc(-c2ccco2)c(-c2ccco2)s1
13	-8	4	-11	-0.1	11	2	-6	-2	3	7	CC(C)(C)P(=O)(CO)c1ccccc1 (centres undefined)
14	-3	3	-4	0.9	2	-1	5	14	-4	8	CCN(CC)CCCNC(=O)CSc1nc(-c2ccc(F)cc2)cc(C(F)(F)F)n1
15	-8	0	4	0.4	9	-1	.	2	8	.	COC(=O)c1cc(S(=O)(=O)N2CCN(c3cccc(C(F)(F)F)c3)CC2)cn1C
16	-3	-86	6	55*	-337	2	28*	0	-108	-4	COc1ccc(CN2C(=O)Cc3c2nc(N)c2c(N)nc(N4CCOCC4)c(C#N)c32)cc1
17	5	3	-4	0.6	-22	-1	4	-1	-5	-5	COc1cccc(CNc2nc(NCC3CC3)nc3ccsc23)c1
18	5	-13	1	0.6	-6	0	-6	-10	-4	-6	N#Cc1cc2c(nc1SCC(=O)Nc1sc3c(c1C#N)CCC3)CCCCCC2
19	4	-9	-5	-0.9	9	3	9	-6	4	3	COc1ccccc1NC(=O)c1ccc(NC(=O)COC(=O)c2cncc(Br)c2)cc1
20	8	0	2	-0.4	11	2	1	2	0	-6	CC(C)(C)c1ccc(C(=O)NCCNC(=O)c2ccco2)cc1
21	-2	-1	-1	0.2	-2	1	8	16	-4	1	CCN1Cc2c(cc(OC)c(OC)c2OC)-c2ccccc2S1(=O)=O
22	-10	2	-11	0.3	1	1	6	-18	0	-7	O=C(CN1CCN(c2ccc(F)cc2)CC1)c1ccc2c(c1)OCO2
23	0	3	5	-1.1	-8	-2	14	-13	-2	8	CCn1cc(CNC(=O)c2cccc([N+](=O)[O-])c2)c(C)n1
24	-7	1	-2	0.0	6	-4	-4	8	-4	6	Cc1cccc(C)c1NC(=O)C(c1cccs1)N(Cc1ccco1)C(=O)Cn1nnc2ccccc21 (centres undefined)
25	1	4	-4	-0.2	3	0	-4	-4	2	8	Cc1cc(-n2cnnn2)cc(C)c1S(=O)(=O)NCCOc1ccccc1
26	5	3	5	-0.9	-2	1	9	1	-3	4	CC(=O)Nc1ccccc1NC(=O)c1ccc(C)c(C)c1
27	16*	-285	6	-5.9	-208	2	7	0	-66	-12	COc1ccc(CNC(=O)C[C@H]2C[C@H](C(=O)N3CCOCC3)[C@@]3(CCC4CCCC4)c4[nH]c5cc(-c6ccco6)ccc5c4CCN3C2=O)cc1OC
28	1	4	3	0.1	0	-1	6	-5	3	-1	CSCCC(NC(=O)c1ccco1)C(=O)OCc1cc([N+](=O)[O-])cc2c1OCOC2 (centres undefined)
29	-4	-1	0	-0.2	-11	5	-4	-4	-4	4	O=C(OCc1cccc(F)c1)c1ccc2c(=O)n3c(nc2c1)CCC3
30	4	-4	5	0.3	0	-2	-5	6	-1	-6	Cc1cc(C(=O)NCc2cc(C(=O)O)oc2C)c(C)o1
31	-1	1	11	0.1	-2	-1	-1	-7	-3	-10	O=C(OCCN1CCCCC1)C1(c2ccccc2)CCCC1
32	6	-18	7	-0.1	-22	-1	4	-3	-2	-11	COc1ccc(-c2cc(=O)oc3cc(OC(C)C(=O)NC(Cc4c[nH]c5ccc(O)cc45)C(=O)O)ccc23)cc1 (centres undefined)
33	6	-4	-1	0.2	-11	-2	-7	-3	-3	-10	COc1ccc2[nH]c(=O)c(CN(Cc3cccs3)S(=O)(=O)c3c(C)ccc4nsnc34)cc2c1
34	8	-1	12	-0.3	-9	1	0	8	-2	3	O=C1C2C3C=CC([C@@H]2C(=O)N1c1nccs1)C31CC1 (some centres undefined)
35	-2	0	7	-0.9	0	-3	-4	-1	-2	3	CCOC(=O)N1CCC(NC(=O)c2ccc3c(Cl)c4c(nc3c2)CCCC4)CC1
36	-6	1	0	0.0	1	-1	20	8	-4	-1	C#CCOCCOCCOCCNc1nc(N2CCOCC2)nc(N2CCN(C(=O)CCCCCCCCCCNC(=O)Cn3cc(CCCCCN)nn3)CC2)n1
37	3	3	-5	0.4	1	2	-1	2	-2	-1	CC(C)CCN(C)C1CCN(C(=O)Nc2c(F)cccc2F)CC1
38	-4	0	0	-0.5	15	10	1	-4	4	-7	CCOC(=O)/C(C#N)=C1/SC(C)C(=O)N1c1ccc(Br)cc1 (centres undefined)
39	10	-3	7	0.3	-2	2	-1	-2	-2	2	CC(C)C(NS(=O)(=O)c1ccc2c(c1)OCCCO2)C(=O)O (centres undefined)
40	-3	-2	-7	-0.6	-4	-1	5	5	-2	7	Cc1ccc(S(=O)(=O)N2CCN(C(=O)CN3C(=O)NC4(CCCCC4)C3=O)CC2)c(C)c1

# Printed as active in DDE Tn6 FP inh, among the entries above:
entry	DDE Tn6 FP inh	PLC-gamma1 inh	Tn7 DDE FP	proKLK7 act	ADAM10 inh	LEDGF integ inh	ASAP1 GAP inh	TDP2 absorb	ADAM17 inh	ARFGAP1 inhibitor	SMILES
27	16*	-285	6	-5.9	-208	2	7	0	-66	-12	COc1ccc(CNC(=O)C[C@H]2C[C@H](C(=O)N3CCOCC3)[C@@]3(CCC4CCCC4)c4[nH]c5cc(-c6ccco6)ccc5c4CCN3C2=O)cc1OC

# Compounds shown so far containing a thiophene ring, fused or not (five):
entry	DDE Tn6 FP inh	PLC-gamma1 inh	Tn7 DDE FP	proKLK7 act	ADAM10 inh	LEDGF integ inh	ASAP1 GAP inh	TDP2 absorb	ADAM17 inh	ARFGAP1 inhibitor	SMILES
6	-2	5	-3	-0.6	22*	-5	-1	-4	3	7	CC(C)C(=O)N(c1ccc2oc(=O)sc2c1)S(=O)(=O)c1cccs1
17	5	3	-4	0.6	-22	-1	4	-1	-5	-5	COc1cccc(CNc2nc(NCC3CC3)nc3ccsc23)c1
18	5	-13	1	0.6	-6	0	-6	-10	-4	-6	N#Cc1cc2c(nc1SCC(=O)Nc1sc3c(c1C#N)CCC3)CCCCCC2
24	-7	1	-2	0.0	6	-4	-4	8	-4	6	Cc1cccc(C)c1NC(=O)C(c1cccs1)N(Cc1ccco1)C(=O)Cn1nnc2ccccc21 (centres undefined)
33	6	-4	-1	0.2	-11	-2	-7	-3	-3	-10	COc1ccc2[nH]c(=O)c(CN(Cc3cccs3)S(=O)(=O)c3c(C)ccc4nsnc34)cc2c1

# Other records
entry	DDE Tn6 FP inh	PLC-gamma1 inh	Tn7 DDE FP	proKLK7 act	ADAM10 inh	LEDGF integ inh	ASAP1 GAP inh	TDP2 absorb	ADAM17 inh	ARFGAP1 inhibitor	SMILES
41	3	2	2	-0.6	-2	1	-2	5	-1	1	COc1ccc(-c2cc(-c3ccccc3)no2)cc1
42	-5	-3	-1	0.4	-17	0	-6	-1	-3	7	CCCC#Cc1cnc2c(c1)C(=O)N([C@H](C)CO)C[C@@H](C)[C@@H](CN(C)C(=O)Nc1cccc(F)c1)O2
43	4	2	-1	-0.1	1	-1	2	-2	-2	-5	O=C(C1CCC(=O)N1Cc1ccccc1Cl)N1CCN(c2cccc(Cl)c2)CC1 (centres undefined)
44	14	1	7	-0.5	-8	-1	-8	5	-3	12	Cc1ccc(N=Cc2c(C)[nH]n(-c3ccccc3)c2=O)nc1
45	0	-5	0	0.3	12	0	1	24	3	5	CN(C(=O)c1ccc(NC(=O)Cc2cccc(NC(=O)C3CCCN(C(=O)CCc4ccccc4)C3)c2)cc1)C1CCCC1 (centres undefined)
46	0	-6	-4	0.6	-5	-1	-1	-7	0	-1	CCCN1C(=O)/C(=C/c2ccc(C)s2)NC1=S
47	2	-22	-3	-0.8	-11	4	0	0	-7	-13	CCCC(=O)Nc1ccc(OCC(O)CNC(C)C)c(C(C)=O)c1 (centres undefined)
